Screening data deposited in PubChem by The Scripps Research Institute Molecular Screening Center.
SRC1 TRFRET art: counter-screen for PPARgamma SRC-1 recruitment agonists: TR-FRET artefact; AID 1051; TR-FRET detection artefact counter-screen, emission ratio; hits give high values; TR-FRET ratio at 8 µM; 99,000 compounds, 0.34% hits; in the data active = TR-FRET ratio above about 2300; note: inactives centre near 1800; reference of the scale not given here
SRC3 TRFRET art: flags TR-FRET format artefacts in PPARgamma SRC-3 recruitment agonist screen | TR-FRET artefact counter-screen, PPARgamma/SRC-3 format; hits give high values | TR-FRET ratio at 8 µM | 99,000 compounds, 0.39% hits | AID 1048; in the data active = TR-FRET ratio above about 2000; note: inactives centre near 1600; reference of the scale not given here
The depositor's hits bear a star.

SMILES	SRC1 TRFRET art	SRC3 TRFRET art
CCOC(=O)c1cccc(NC(=O)N2CCOCC2)c1	1401	1643
Cc1cc2c(c(SCC(=O)NCc3ccc(Cl)cc3)n1)C(=O)OC2	1793	1548
CCCCNC(=S)N1CCn2cccc2C1c1ccc(F)cc1 (stereo not drawn)	1676	1585
COc1ccc(-c2nc(-c3ccncc3)no2)cc1OC	1628	1520
O=C(COC(=O)CCc1ccc(S(=O)(=O)N2CCOCC2)cc1)NCc1ccccc1Cl	1621	1533
CCOC(=O)C1(C)Oc2cccnc2NC1=O (stereo not drawn)	1792	1367
COc1ccccc1CNC(=O)Cn1cnc2ccccc2c1=O	1736	1456
NNC(=O)CNc1ccccc1Cl	1648	1568
CC(C)(C)C1CCC(=NNc2nc3ccccc3[nH]2)CC1 (stereo not drawn)	1879	1617
Cc1ccc(NC2=CC(=O)CC(c3ccccc3)C2)cc1 (stereo not drawn)	1752	1620
NS(=O)(=O)c1ccc(CCNC(=O)c2ccc(Cl)cc2[N+](=O)[O-])cc1	1978	1640
CC1CN(C(=S)SCC(=O)c2ccccc2)CC(C)O1 (stereo not drawn)	1717	1498
Cc1cc(C)c2c(N=NN3CCCCC3)[nH]nc2n1	1645	1555
Cc1ccc(C(=O)C(C)N2C(=O)NC(C)(c3ccccc3)C2=O)cc1 (stereo not drawn)	1893	1393
N#Cc1cc(C(=O)c2ccccc2O)cn(-c2ccc(Cl)cc2)c1=O	1755	1348
CC1CCCCN1CC(=O)NC(=O)NCc1ccccc1 (stereo not drawn)	1931	1607
COc1ccc(CCNC(=O)CN2C(=O)NC(C)(c3ccc([N+](=O)[O-])cc3)C2=O)cc1 (stereo not drawn)	1971	1645
O=C(CN(c1ccccc1)S(=O)(=O)c1ccccc1)Nc1ccccc1C(=O)NCc1ccco1	1561	1683
Cc1ccc(NC2=C(Cl)C(=O)OC2OC(=O)c2ccccc2)c(C)c1 (stereo not drawn)	1458	1540
COc1ccc(C2(O)CCN(C(=O)Cc3cccnc3)CC2)cc1	1901	1429
CCCCNC(=O)COC(=O)c1cc(C)oc1C	1535	1597
N#Cc1cc(C(=O)c2ccccc2OCC(=O)Nc2ccccc2)cn(C2CCCCC2)c1=O	1580	1541
CCCCc1c(C)[nH]c(C(=O)OCC)c1C	1683	1658
O=C(Nc1cc(Cl)cc(Cl)c1)c1ccc(Cn2c(=O)[nH]c3ccsc3c2=O)cc1	1707	1434
CCOC(=O)c1c(C)[nH]c(C(=O)COC(=O)COc2ccccc2C)c1C	1519	1377
Cc1ccc(C(=O)N/C(=C/c2ccc(Cl)cc2)C(=O)NCC2CCCO2)cc1 (stereo not drawn)	1890	1636
CC(c1ccccc1)c1nnc(N)s1 (stereo not drawn)	1538	1413
COc1ccc(/C=C/C(=O)Oc2cc(C)[nH]c(=O)c2[N+](=O)[O-])cc1OC	1880	1496
CNC(=O)CS(=O)(=O)CC(=O)Nc1cc(OC(C)C)c(Cl)cc1Cl	1575	1417
Cc1ccc(-c2c(C(=O)O)c(C(=O)O)c3n2CCC3)cc1	1877	1563
CCN(CC)S(=O)(=O)c1cccc(NC(=O)CSc2nc3ccccc3[nH]2)c1	2247	1845
CC(C)(C)c1ccc(NC(=O)Cn2cnc3cc([N+](=O)[O-])ccc3c2=O)cc1	1765	1437
COc1ccc(NC(=O)N/C=C/c2ccco2)cc1	1710	1434
CCOC(=O)N1CCN(C(=S)NC2CCCC2)CC1	1775	1688
COC(=O)c1ccc(NC(=O)c2cnc3scc(C)n3c2=O)cc1	1740	1325
c1ccc2[nH]c3cc4ncnc4cc3nc2c1	1830	1699
CCc1cc(C(=O)N2CCCC(C(=O)c3cccc(OC(C)C)c3)C2)n(C)n1 (stereo not drawn)	1554	1535
O=C(c1ccc(-c2ccccc2)cc1)C1CCCN(C(=O)c2ccncc2)C1 (stereo not drawn)	1633	1431
O=C(NCCc1ccccn1)C(F)(F)C(F)(F)C(F)(F)C(F)(F)C(F)(F)C(F)F	1791	1490
COC(=O)CC1C(=O)NCCN1C(=O)CSc1nc2ccccc2c(=O)n1CC(C)C (stereo not drawn)	1781	1575
O=C(NCc1ccccc1)C1=C[C@@H](C2CC2)C[C@@H](OCCCCO)O1	1655	1520
Cc1ccc(N(CC(=O)N=Nc2c(O)[nH]c3ccccc23)S(C)(=O)=O)c(C)c1	1897	1540
Cc1ccc(S(=O)(=O)N(C(=O)c2ccncc2)c2ccc(OC(=O)c3ccncc3)cc2)c(C)c1	1742	1435
CC(=O)NNc1ncnc2c1cnn2-c1ccc(C)c(C)c1	1671	1670
CCOC(=O)COc1cccc2c(=O)n(CC(=O)NCCc3ccccc3)ccc12	1762	1839
CCOC(=O)C1CCN(c2cc(C)nc3ccc(OC)cc23)CC1	1662	1439
CC1(C)CC(=O)CC(=Nc2ccc3[nH]c(=O)[nH]c3c2)C1	1786	1689
COc1cccc(NC(=O)CNC(=O)c2ccc(OC)c(OC)c2)c1	1757	1446
COc1ccccc1Nc1cc(C(=O)N2CCc3ccccc3C2)c2ccccc2n1	1650	1515
O=C(Cn1cc(SCc2ccc(F)cc2)c2ccccc21)N1CCOCC1	1535	1256
O=C(COC(=O)c1oc2ccccc2c1COc1ccccc1)NCCN1C(=O)CSC1=O	1874	1498
Cc1ccc(C)n1-c1cccc(NC(=O)c2ccccc2)c1	1827	1706
CCOC(=O)COc1ccc2ccccc2c1/C=C/[N+](=O)[O-]	1740	1694
COc1cc2c(C(=O)N3CCN(c4ccccc4F)CC3)cn(C)c(=O)c2cc1OC	1843	1385
COc1ccc(CNC(=O)CSc2ccc(Br)cc2)cc1OC	1912	1708
Cc1nn(Cc2ccc(Cl)cc2)c2sc(C(=O)O)cc12	1886	1616
COc1ccc(N(Cc2cc3ccccc3[nH]c2=O)S(C)(=O)=O)cc1	2004	1774
C/C(=N/NC(=O)Cc1c(C)[nH][nH]c1=O)c1ccc(O)cc1	2083	1740
O=C(Nc1ccccc1)C1=C[C@H](c2ccccc2)C[C@H](OCc2ccc(CO)cc2)O1	1820	1662
CCOc1ccc(OCCOCCOc2ccccc2Cl)cc1	1541	1348
Later entries
SMILES	SRC1 TRFRET art	SRC3 TRFRET art
CCC(C)c1ccc(NC(=O)C2CCN(c3ccc(C(F)(F)F)cn3)CC2)cc1 (stereo not drawn)	1722	1601
CCc1ccc(/C([O-])=C(/C(=S)NCCN2CCOCC2)[n+]2ccccc2)cc1	1668	1473
O=C(COC(=O)Cc1ccccc1F)Nc1ccc(SC(F)F)cc1	1837	1806
O=c1c(Br)c(N2CCCC2)cnn1-c1ccccc1	1633	1511
COC(=O)c1cc(NC(C)=O)ccc1N1CCOCC1	1537	1524
CN(C)c1cc[n+](CC(=O)N2CCCc3ccccc32)cc1	1761	1651
O=C(NC1CCN(C(=O)Nc2ccccc2Cl)CC1)c1ccccc1	1731	1840
Cc1noc(C)c1COc1ccc(CC(=O)NC2CCCCCC2)cc1	1924	1390
CC(=O)c1cc(-c2ccccc2)n(CC(=O)NC(C)(C)C)c1C	1737	1829
Cc1ccc(C(=O)Nc2cc([N+](=O)[O-])ccc2F)s1	1735	1464
O=C(COC(=O)c1ccccc1C(=O)c1ccccc1)NCCc1ccccc1	1888	1639
CCCCc1ccc(/C=C(\C#N)C(N)=S)s1	1995	1538
Cc1cccc2c(N=Nc3ccc(S(=O)(=O)Nc4ccc(Cl)cc4)cc3[N+](=O)[O-])c(O)[nH]c12	1780	1670
CCCC(=O)NC(NC(=S)Nc1ccc(S(N)(=O)=O)cc1)C(Cl)(Cl)Cl (stereo not drawn)	1808	1708
CCOC(=O)N1CCN(C(=O)c2ccc(OC)c(S(=O)(=O)N3CCOCC3)c2)CC1	1889	1457
CCc1nnc(NC(=O)c2cc(S(=O)(=O)N3CCCCC3)ccc2N2CCOCC2)s1	1689	1412
COC(=O)c1cn(NC(=O)C2CCCCC2)c(=O)c2ccccc12	1545	1658
COC(=O)CNC(=O)COC(=O)c1ccc(Cl)nc1	1836	1583
CCC(C)(C)NC(=O)C(c1cccn1C)N(C(=O)Cn1nnc2ccccc21)c1ccc(NC(C)=O)cc1 (stereo not drawn)	1868	1401
CCOC(=O)c1nn(-c2ccccc2C)c(=O)c2c(N)scc12	1781	1867

Sorted by heavy-atom count (ascending): part of the list above
SMILES	SRC1 TRFRET art	SRC3 TRFRET art
CCCCc1ccc(/C=C(\C#N)C(N)=S)s1	1995	1538
COC(=O)CNC(=O)COC(=O)c1ccc(Cl)nc1	1836	1583
COC(=O)c1cc(NC(C)=O)ccc1N1CCOCC1	1537	1524
CN(C)c1cc[n+](CC(=O)N2CCCc3ccccc32)cc1	1761	1651
CC(=O)c1cc(-c2ccccc2)n(CC(=O)NC(C)(C)C)c1C	1737	1829
COC(=O)c1cn(NC(=O)C2CCCCC2)c(=O)c2ccccc12	1545	1658
O=C(NC1CCN(C(=O)Nc2ccccc2Cl)CC1)c1ccccc1	1731	1840
Cc1noc(C)c1COc1ccc(CC(=O)NC2CCCCCC2)cc1	1924	1390
CCc1ccc(/C([O-])=C(/C(=S)NCCN2CCOCC2)[n+]2ccccc2)cc1	1668	1473
O=C(COC(=O)c1ccccc1C(=O)c1ccccc1)NCCc1ccccc1	1888	1639
CCOC(=O)N1CCN(C(=O)c2ccc(OC)c(S(=O)(=O)N3CCOCC3)c2)CC1	1889	1457
CCc1nnc(NC(=O)c2cc(S(=O)(=O)N3CCCCC3)ccc2N2CCOCC2)s1	1689	1412
Cc1cccc2c(N=Nc3ccc(S(=O)(=O)Nc4ccc(Cl)cc4)cc3[N+](=O)[O-])c(O)[nH]c12	1780	1670
CCC(C)(C)NC(=O)C(c1cccn1C)N(C(=O)Cn1nnc2ccccc21)c1ccc(NC(C)=O)cc1 (stereo not drawn)	1868	1401

The list continues.
SMILES	SRC1 TRFRET art	SRC3 TRFRET art
COCCCNC(=O)c1c(F)c(F)c(F)c(F)c1F	1818	1257
CCN(CC)c1ccc(C(=O)OCC(=O)Nc2cccc(S(=O)(=O)NC3=NCCCCC3)c2)cc1	1607	1652
CCc1cccc(NC(=O)c2ccc(Cn3nc(C)cc3C)o2)c1	1699	1687
CCOc1ccc(NC(=O)CC2SC(=O)N(c3ccccc3)C2=O)cc1 (stereo not drawn)	1750	1609
Cc1cccc(N(CC(=O)NC2CCCC2)C(=O)c2nsc(Cl)c2Cl)c1C	1576	1532
CC(=C/c1ccccc1)/C=N/NC(=O)c1cc(C)oc1C	1812	1449
CCOC(=O)c1c(C)c(C(=O)NC2CCCCCC2)c(C)n1C	1680	1609
O=C(Nc1nc(-c2ccc(Br)cc2)cs1)c1cccnc1	1849	1588
COc1ccc(C(=S)N2CCC(C(N)=O)CC2)cc1Br	1466	1453
Cc1cc(C)nc(NC(=O)c2ccc(Cl)cc2Cl)n1	1706	1728
COc1ccccc1N1CCN(c2cc(C)nc3nc(C)nn23)CC1	1719	1712
COc1cc(/C=C/C(=O)OCC(=O)NCCC2=CCCCC2)ccc1O	1900	1574
COc1ccc(C(=O)OCC(=O)Nc2ccccc2)cc1[N+](=O)[O-]	1563	1627
CCOC(=O)C1(CC2CCCCO2)CCN(S(=O)(=O)c2ccc(C)s2)CC1 (stereo not drawn)	1739	1712
CN(CCOc1ccc(Br)cc1)CC(=O)Nc1cccc(S(=O)(=O)NC2=NCCC2)c1	1833	1532
O=C(c1ccccc1)N1N=C(c2ccco2)CC1c1cccs1 (stereo not drawn)	1895	1904
Cc1c(NC(=O)c2nn3c(c2Br)NC(c2ccccc2)CC3C(F)(F)F)c(=O)n(-c2ccccc2)n1C (stereo not drawn)	1812	1495
O=C(O)CCn1c(=O)[nH]c(=O)n(CCC(=O)O)c1=O	1677	1538
Cc1c(Br)c([N+](=O)[O-])nn1CC(=O)Nc1cccc2nonc12	1710	1406
CCOC(=O)c1cnc2nc(C)nn2c1N	1576	1448
CCn1cc(C(=O)NCCCN2CCCC(C)C2)c(=O)c2cc(S(=O)(=O)N3CCc4ccccc4C3)ccc21 (stereo not drawn)	1698	1616
CC1CSc2n(-c3cccc(C(F)(F)F)c3)cc(-c3ccccc3)[n+]21 (stereo not drawn)	2135	1579
N#CC1=C(N)Oc2c(sc3ccccc23)C1c1ccco1 (stereo not drawn)	1798	1263
CCCCOC(=O)Cn1c(=O)c2c(nc(Br)n2Cc2ccccc2)n(C)c1=O	1391	1569
COC(=O)c1ccc(CSc2nc3ccccc3c(=O)n2-c2cccc(OC)c2)o1	1749	1501
O=C(NCC1CCCN(C(=O)c2cscn2)C1)c1ccc(-c2ccccc2)cc1 (stereo not drawn)	1933	1602
NS(=O)(=O)c1ccc(CCNC(=O)CSc2nc3ccsc3c(=O)n2CCCCCC(=O)O)cc1	2143	1568
Cc1cc(C)c(C)c(S(=O)(=O)NCC(=O)NCc2ccco2)c1C	2020	1417
COCCNC(=S)N/N=C/c1ccc(OCc2ccc(C(=O)OC)cc2)cc1	1823	1592
COc1cc(OC)cc(C(=O)NNC(=O)c2ccccn2)c1	1629	1473
CCN(CC)C(=O)c1c([N+](=O)[O-])c(C(C)(C)C)nn1C	1848	1652
CC(/C=N/NC(=O)CSc1nc(C)cc(C)n1)=C\c1ccccc1	1640	1480
Cc1ccc(S(=O)(=O)N(C)c2ccc(C)c([N+](=O)[O-])c2)cc1	1890	1880
O=C1Cc2ccccc2Sc2c(OCCN3CCCCC3)cccc21	2009	1557
O=C(Nc1ccc(N2CCOCC2)cc1)c1cnsn1	1805	1358
COc1ccc(OC)c(C(c2nnnn2C2CCCC2)N2CCN(c3ccccc3)CC2)c1 (stereo not drawn)	1452	1390
COCc1ccc([C@@H]2C[C@H]3CN(Cc4ccccc4C)C(=O)[C@]34CCCN24)o1	1612	1495
CCOC(=O)c1c(NC(=O)CSc2ncnc3ccccc23)sc(C)c1C	1868	1645
COc1ccc(NC(=O)COC(=O)C2CCN(S(=O)(=O)c3cccs3)CC2)cc1	1795	1575

Exported with each value named: entries from further up.
COc1cc(OC)cc(C(=O)NNC(=O)c2ccccn2)c1
  SRC1 TRFRET art: 1629; SRC3 TRFRET art: 1473

CCN(CC)C(=O)c1c([N+](=O)[O-])c(C(C)(C)C)nn1C
  SRC1 TRFRET art: 1848; SRC3 TRFRET art: 1652

This is a subset; the hit share may differ from the screen's.
